High-throughput results deposited in PubChem by National Center for Advancing Translational Sciences (NCATS).
HCV inhibitor = HCV inhibition. Potency, µM (top dose mostly 41.8 µM), without a hit: top-dose activity change, negative = inhibition, most hits filed as inhibitors. hit rate 3.4% among 340,000. Huh7.5.1 HCVcc-Cre infection, luciferase reporter, 44 h; further: potency means the concentration at half of the fitted maximal effect
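After 44 h co-culture of compound, cells and HCVcc-Cre (~0.5 moi), substrate is added for 15 min at room temperature and luciferase measured over 15 sec. Cells were seeded at 1,000/well and pre-cultured 4 h.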
AmpC inh detg = blocks E. coli AmpC beta-lactamase in detergent assay. P00811. Potency, µM (titrated, usually from 114 µM), inactives show at the highest dose activity change, negative = inhibition, actives largely listed as inhibitors. hit rate 0.041% among 370,000. AmpC hydrolysis of nitrocefin, absorbance 480 nm, 0.01% Triton;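 further: potency means the concentration at half of the fitted maximal effect; 0% = no-compound wells and -100% = no-enzyme wells; nearly all actives have a fitted effect of over 25% in size; some results filed as inactive show a strong effect at the top dose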
Target sequence (P00811 whole entry, looked up): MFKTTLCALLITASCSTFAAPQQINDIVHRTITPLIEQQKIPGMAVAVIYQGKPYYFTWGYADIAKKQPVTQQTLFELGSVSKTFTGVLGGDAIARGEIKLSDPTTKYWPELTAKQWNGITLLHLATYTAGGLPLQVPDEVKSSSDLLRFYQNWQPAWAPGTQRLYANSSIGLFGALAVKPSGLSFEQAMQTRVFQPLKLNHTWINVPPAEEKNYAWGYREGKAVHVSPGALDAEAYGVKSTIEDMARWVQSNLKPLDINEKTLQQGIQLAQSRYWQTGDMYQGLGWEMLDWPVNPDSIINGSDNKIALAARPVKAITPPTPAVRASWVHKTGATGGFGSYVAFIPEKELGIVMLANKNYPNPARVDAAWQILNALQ
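20 mM phosphate pH 7.0 + 0.01% (detergent screen) or 0.0001% Triton X-100; 5.3 nM AmpC reagent; cpd preinc 15 min RT; nitrocefin (800 uM stock) to start; A480 q20 s × 4 min; Activity was normalised to no-enzyme and no-compound control wells.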
AMA1-RON2 inh = AMA1-RON2 (P. falciparum) interaction inhibition; AlphaScreen AMA1-biotinylated RON2 peptide binding; Potency, µM (titrated, usually from 58.2 µM), for inactives: at the highest dose activity change, negative = inhibition, hits mostly inhibitors; hit rate 0.2% among 360,000; AID 720542;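 further: potency means the concentration at half of the fitted maximal effect; 0% = vehicle wells and -100% = peptide control; nearly all actives have a fitted effect of over 45% in size; some results filed as inactive show a strong effect at the top dose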
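AMA1 (3D7) with his tag at 25 nM final met compounds first, then biotinylated RON2 peptide at 25 nM; detection used donor plus acceptor beads, 10 µg/mL apiece, read by AlphaScreen after 30 min at room temperature.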
AmpC no deterg = blocks E. coli AmpC beta-lactamase in detergent-free assay. P00811. AmpC nitrocefin hydrolysis, absorbance 480 nm, 0.0001% Triton. Potency, µM (top dose mostly 57.1 µM), without a hit: top-dose activity change, negative = inhibition, usual class: inhibitors. hit rate 0.52% among 330,000;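 further: potency means the concentration at half of the fitted maximal effect; plate controls were no compound for no effect and no enzyme for full effect; nearly all actives have a fitted effect of over 20% in size; some results filed as inactive show a strong effect at the top dose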
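20 mM phosphate pH 7.0 + 0.01% (detergent screen) or 0.0001% Triton X-100; 5.3 nM AmpC reagent; cpd preinc 15 min RT; nitrocefin (800 uM stock) to start; A480 q20 s × 4 min; Activity was normalised to no-enzyme and no-compound control wells.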
HCMV antiviral = blocks human cytomegalovirus replication. HFF cells, HCMV-luciferase reporter, 72 h; hits give low values. hit rate 4.5% among 410,000. activity change, negative = inhibition, % at 57.5 µM; in the data active means activity change below about -60%; inconclusive means no clear call, values can overlap the other calls; inactive means above about -39%
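Two-dose cell screen: HFF monolayers treated with compounds and infected with luciferase-expressing HCMV at 1 PFU/cell, 72 h at 37C, then lysed for luciferase measurement.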
Tb PYK inh = blocks Trypanosoma brucei pyruvate kinase; hit rate 0.12% among 410,000; AID 624173; Q57TT1; Potency, µM (series often up to 76.8 µM), inactives show at the top dose activity, negative = inhibition, most hits filed as inhibitors; TbPYK enzyme, Kinase-Glo Plus ATP luminescence, 45 min; further: potency means the concentration at half of the fitted maximal effect; nearly all actives have a fitted effect of over 50% in size
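In this concentration-response screen, enzyme-free wells defined baseline while DMSO plates tracked drift. Each reaction combined TbPYK, substrate, compound and 130 uM ADP for 45 min at room temperature. Kinase-Glo Plus luminescence gave the signal.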
LmPK inhibitor = inhibitors of Leishmania mexicana pyruvate kinase; Q27686; purified LmPK, Kinase-Glo ATP luminescence, 1 h; Potency, µM (doses to about 57.5 µM), inactives show top-dose activity change, negative = inhibition, hits mostly inhibitors; hit rate 0.37% among 290,000; further: potency means the concentration at half of the fitted maximal effect
Target sequence (Q27686 whole entry, looked up): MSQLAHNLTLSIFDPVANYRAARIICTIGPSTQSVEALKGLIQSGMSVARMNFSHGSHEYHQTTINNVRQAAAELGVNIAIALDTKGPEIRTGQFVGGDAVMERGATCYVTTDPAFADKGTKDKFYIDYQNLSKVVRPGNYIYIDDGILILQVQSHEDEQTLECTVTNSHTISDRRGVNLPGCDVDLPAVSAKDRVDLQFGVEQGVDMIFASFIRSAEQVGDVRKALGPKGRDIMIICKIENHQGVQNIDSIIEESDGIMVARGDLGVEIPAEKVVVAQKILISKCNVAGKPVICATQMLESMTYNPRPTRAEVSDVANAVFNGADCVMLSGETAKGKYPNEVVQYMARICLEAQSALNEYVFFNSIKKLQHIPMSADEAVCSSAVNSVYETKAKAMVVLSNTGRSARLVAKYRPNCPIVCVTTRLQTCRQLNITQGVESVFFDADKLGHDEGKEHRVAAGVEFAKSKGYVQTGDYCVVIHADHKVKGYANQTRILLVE
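Screened at intermediate enzyme activity to detect both inhibitors and activators: LmPK at 0.1 nM, with a 0.5 nM enzyme column as activation reference. PEP 0.5 mM, ADP 0.1 mM; ATP detected by luminescence after 1 h.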
Starred values were filed as active, the others as inactive; ? = inconclusive; . = not tested or not shown; & = joins results of further samples; ! = not confirmed by another sample; [ ] = remark or other dose. Unless noted, the call rests on the fitted dose curve; in most records, active means well fitted curve in the direction sought with a large enough effect; inconclusive means small, poorly fitted or top-dose-only effect, or another doubt; inactive means no such curve, though single readings can be large; an effect the other way counts as inactive or inconclusive. Unless noted, on the % scale 0 is the no-effect control and ±100 the full control effect. These rows are one share of the data; rates above refer to the full screens.

SMILES	HCV inhibitor	AmpC inh detg	AMA1-RON2 inh	AmpC no deterg	HCMV antiviral	Tb PYK inh	LmPK inhibitor
CC(=O)c1ccc2c(c1)N(CCCN(C)C)c1ccccc1S2	?	.	-1%	.	9	2%	.
COc1ccc(CNC(=O)C2CCCN(c3nnc(C)c4c(C)n(-c5ccc(C)cc5)nc34)C2)cc1 (centres undefined)	.	-2%	.	.	-24	-11%	.
COc1ccc(C(=O)CC(=O)c2ccc(C(C)(C)C)cc2)cc1	?	.	127%[activator]	.	13	-9%&-6%	.
Cc1ccc(C)c(NC(=O)Cn2cc(C(=O)c3ccco3)c3ccccc32)c1	.	24%	.	.	-34	3%	.
O=C(NCCc1c[nH]c2ccccc12)c1cccnc1	-17%	-4%	-3%	-20%	42	3%&0%	-1%
COc1cc2c(c(OC)c1OC)-c1c(cc3c(c1OC)OCO3)[C@@H](OC(C)=O)[C@H](C)[C@H](C)C2	15%	6%	-5%	186%[activator]	-17	-1%	2%
CCN1CCN(CCCNC(=O)c2cc3c(s2)-c2c(C)cccc2OC3)CC1	.	2%	.	.	-2	-10%	.
Cn1c(=O)c2c(ncn2CC2OCCO2)n(C)c1=O	12%	0%	12%	-2%	-2	1%&-7%	3%
C1CCC(C(CC2CCCCN2)C2CCCCC2)CC1 (centres undefined)	?	0%&-12%	8%&3%	125%&42%[activator]	-99*!	-2%&0%&0%	2%
NC(=O)c1cccc(-c2cc(Nc3ccc(OC(F)(F)F)cc3)ncn2)c1	?	3%	5%	11%	?	0%	5%
CCOc1ccccc1C(N)=O	-25%	.	-1%	.	-14	1%&-2%	.
Cc1nc2ccccn2c(=O)c1CCN1CCC(C(=O)c2ccc(F)cc2)CC1	?	-6%	-5%	-22%	-38	-16%&-3%	-1%
c1ccc(CC2=NCCN2)cc1	23%	-1%	7%	-13%	-3	-3%	10%
CCc1cc(=O)oc2c(CNC(Cc3ccccc3)C(=O)O)c(O)ccc12 (centres undefined)	10%	-11%	105%[activator]	-11%	-18	0%	-4%
CCCNC(=O)C1CCC(Cn2c(=O)c3sccc3n(CC(=O)NCc3ccccc3)c2=O)CC1 (centres undefined)	.	14%	.	.	23	2%	.
CCN(CC)CCOC(=O)C1(c2ccccc2)CCCC1	?	-4%	-5%	11%	5	6%&0%	-9%
COc1ccc(CCNc2nc(SCc3ccccc3Cl)nc3ccccc23)cc1OC	.	-5%	.	.	-10	2%	.
CC(COc1ccccc1)NC(C)C(O)c1ccc(O)cc1 (centres undefined)	4%[8.37 µM]	-13%	-3%	-31%	?	3%	-2%
O=C(NCc1ccco1)c1ccc2c(c1)N(Cc1cccc(Cl)c1)C(=O)c1ccccc1S2=O (centres undefined)	.	-6%	.	.	-4	4%	.
c1ccc(CN(CC2=NCCN2)c2ccccc2)cc1	1%[8.37 µM]	-14%&-9%	1%&-11%	12%&-16%	?	2%&-8%&3%	8%&-3%

Gathered by group: those above containing four or more nitrogen atoms.
SMILES	HCV inhibitor	AmpC inh detg	AMA1-RON2 inh	AmpC no deterg	HCMV antiviral	Tb PYK inh	LmPK inhibitor
COc1ccc(CNC(=O)C2CCCN(c3nnc(C)c4c(C)n(-c5ccc(C)cc5)nc34)C2)cc1 (centres undefined)	.	-2%	.	.	-24	-11%	.
Cn1c(=O)c2c(ncn2CC2OCCO2)n(C)c1=O	12%	0%	12%	-2%	-2	1%&-7%	3%
NC(=O)c1cccc(-c2cc(Nc3ccc(OC(F)(F)F)cc3)ncn2)c1	?	3%	5%	11%	?	0%	5%
CCCNC(=O)C1CCC(Cn2c(=O)c3sccc3n(CC(=O)NCc3ccccc3)c2=O)CC1 (centres undefined)	.	14%	.	.	23	2%	.

The list continues:
SMILES	HCV inhibitor	AmpC inh detg	AMA1-RON2 inh	AmpC no deterg	HCMV antiviral	Tb PYK inh	LmPK inhibitor
COc1ccccc1N1CCN(CCCNc2cc(=O)n(C)c(=O)n2C)CC1	.	-4%	-2%	-23%	-21	-9%&2%&1%	11%
O=C(c1ccc(F)cc1)C1CCN(CCn2c(=O)[nH]c3ccccc3c2=O)CC1	?	1%	-21%&4%	-23%&-12%	-39&-16	-4%&6%&2%	3%
Cc1ccc(CN2CCN(Cc3cccc4nccnc34)CC2CCO)cc1 (centres undefined)	2%	7%	12%	9%	3	3%	-6%
Oc1ccc(/C=C/c2cc(O)cc(O)c2)cc1	-7%[8.37 µM]	?	-1%	-36%	64	-24%	?
C[C@]12CCC(=O)C=C1CC[C@@H]1[C@@H]2CC[C@@]2(C)[C@H]1CC[C@]2(O)C(=O)CO	?	-1%	9%	-16%	17	4%&-4%	-1%
CCOc1ccc(C(=O)OCCN(CC)CC)cc1	-1%	1%	6%	-16%	-18	-5%&-4%	-7%
CC[N+](C)(CC)CCOC(=O)C(O)(c1ccccc1)C1CCCCC1 (centres undefined)	4%[8.37 µM]	4%	-7%	15%	?	4%&9%	3%
CCC(C)n1ncn(-c2ccc(N3CCN(c4ccc(OCC5COC(Cn6cncn6)(c6ccc(Cl)cc6Cl)O5)cc4)CC3)cc2)c1=O (centres undefined)	?	0%&-2%	5%	4%&-7%	-66*	2%&8%	7%&-2%
CC[n+]1c(C)sc2cc(OC)ccc21	3%	2%	-1%	41%	-24	-22%	5%
Cc1c(NC(=O)c2cccnc2)c(=O)n(-c2ccccc2)n1C	21%	-6%	-9%	-10%	23	-4%	-7%
OCCN1CCN(CCCN2c3ccccc3Sc3ccc(Cl)cc32)CC1	?	-7%	?	241%[activator]	-8	-1%	3%
CCCNC(C)C(=O)Nc1c(C)csc1C(=O)OC (centres undefined)	-2%	?	39%[activator]	-21%	16	-11%	.
O=C(CCNNC(=O)c1ccncc1)NCc1ccccc1	14%[8.37 µM]	2%	47%[activator]	-13%	-103*	-6%&2%	7%
CCN(CC)CCNC(=O)c1cc(Cl)c(N)cc1OC	-9%[8.37 µM]	2%	1%	-21%	-39	-3%&1%	2%
COc1ccc(C(=O)NCc2ccc(OCCN(C)C)cc2)cc1OC	-3%	.	-6%	.	91	1%&-5%	.
COc1cc(C(c2c(C)[nH][nH]c2=O)c2c(C)[nH][nH]c2=O)ccc1OC(=O)c1ccccc1F	.	14%	.	.	9	0%	.
CCOC(=O)c1ccc(N)cc1	11%	-6%	-2%	-14%	-17	-15%	.
C/C=C(/C)C(=O)O[C@@H]1c2c(ccc3ccc(=O)oc23)OC(C)(C)[C@@H]1OC(=O)/C(C)=C\C	22µM*	?	-9%	34%	-29	4%	4%
CC1(C)Cc2c(sc(NC(=S)NC(=O)c3ccccc3)c2C(=O)O)CO1	-8%	?	38%[activator]	-21%	-12	2%	2%
CC(=O)NC(Cc1ccccc1)C(=O)O (centres undefined)	-12%	?	-3%	-25%	41	3%&4%	-8%
Cc1[nH]n2c(=O)cc(-c3ccc(Cl)cc3)nc2c1-c1ccccc1	.	1%	.	.	-107*	-3%	.
CN(C)CCOC(C)(c1ccccc1)c1ccccn1 (centres undefined)	0%[8.37 µM]	-11%&-6%	17%	-25%&-2%	?	-14%	-3%&2%
CC(=O)OCC1=C[C@@H]2OC(=O)C3=CO[C@@H](O[C@@H]4O[C@H](CO)[C@@H](O)[C@H](O)[C@H]4O)[C@H]1[C@@H]32	5%	0%	17%	-1%	4	1%	.
CN1CCOC(c2ccccc2)c2ccccc2C1 (centres undefined)	-18%	?	0%	-17%	-16	-2%	-5%
COc1ccc(CC(=O)NCC(c2cccs2)S(=O)(=O)c2ccc(Cl)cc2)cc1 (centres undefined)	.	-1%	.	.	?	-3%	.
CCOc1ccc(NC(=O)Cn2cc(C(=O)c3ccco3)c3ccccc32)cc1	-4%	16%&1%	-1%	-38%	5&-22	2%&1%	-1%
COc1ccc(-n2ccn(CC(=O)Nc3ccc(C)c(C)c3)c(=O)c2=O)cc1OC	.	-6%	.	.	-21	-2%	.
CN1CCN(C(c2ccccc2)c2ccccc2)CC1	?	-1%	17%	1%	46	0%	.
CN1CCN(CCC(=O)N2c3ccccc3Sc3ccc(C(F)(F)F)cc32)CC1	5.6µM*	-3%	-7%	89%[activator]	-27	0%&-4%	-3%
CC(=O)c1ccc(S(=O)(=O)NC(=O)NC2CCCCC2)cc1	35%[activator]	?	29%	-5%	12	-6%&3%	.
O=C(CC1N=C2c3ccccc3N=C(SCc3ccc(F)cc3)N2C1=O)NC1CCCCC1 (centres undefined)	.	8%	.	.	23	2%	.
Cc1cc(-c2ccccc2)nnc1NCCN1CCOCC1	3%[8.37 µM]	?	-4%	-17%	?	-10%	-8%
CCCCCCO	?	0%	5%	-2%	1	-6%	.
NC(=O)c1cn(Cc2c(F)cccc2F)nn1	17%	-16%	5%	-4%	39	5%&3%	.
CC(=O)Nc1ccc(C(=O)O)cc1	-4%	.	-1%	-7%	-7	-1%&-6%	.
CCOC(=O)N1CCc2c(sc3c2c(=O)n(Cc2ccccc2)c(=O)n3CC(=O)Nc2ccc(F)cc2)C1	.	10%	.	.	-35	-3%	.
OC(C#CCN1CCCC1)(c1ccccc1)c1ccccc1	.	?	-1%	0%	-4	1%&1%	-3%
O=C(CCN1CCC(c2ccccc2)C1)c1ccc2c(c1)OCCO2 (centres undefined)	?	-1%	6%	14%	43	-19%&4%	-1%
C=CC1=C(C(=O)O)N2C(=O)[C@@H](NC(=O)/C(=N\O)c3csc(N)n3)[C@H]2SC1 (stereo in doubt)	?	.	-30%	.	?	-9%	.
CCOCCCNC(=O)C(=O)Nc1c2c(nn1-c1ccc(OC)cc1)CSC2	.	-2%	.	.	18	0%	.

Just AmpC no deterg, Tb PYK inh and HCV inhibitor, for some of the entries so far:
SMILES	AmpC no deterg	Tb PYK inh	HCV inhibitor
O=C(CCN1CCC(c2ccccc2)C1)c1ccc2c(c1)OCCO2 (centres undefined)	14%	-19%&4%	?
C=CC1=C(C(=O)O)N2C(=O)[C@@H](NC(=O)/C(=N\O)c3csc(N)n3)[C@H]2SC1 (stereo in doubt)	.	-9%	?
CCOCCCNC(=O)C(=O)Nc1c2c(nn1-c1ccc(OC)cc1)CSC2	.	0%	.

New compounds follow:
SMILES	HCV inhibitor	AmpC inh detg	AMA1-RON2 inh	AmpC no deterg	HCMV antiviral	Tb PYK inh	LmPK inhibitor
COc1ccc(/C=C/C(=O)Nc2ccccc2C(=O)O)cc1OC	1%[8.37 µM]	0%&-13%	.	-29%&-14%	-81*	-3%&-2%	22%&-2%
COC(=O)c1ccc(O)cc1	24%	5%	4%	-13%	4	10%&-3%	-11%
CC12CCC(CC1)C(C)(C)O2	-7%	.	2%	.	1	0%&-4%	.
CCc1nnc(NC(=O)CSc2nc3c([nH]c4ccccc43)c(=O)n2-c2ccc(OC)cc2)s1	.	8%	.	.	5	-3%	.
